Screening results deposited in PubChem BioAssay by NCI.
All columns: NCI-60 one-dose screen, growth in % after 48 h at 10 µM unless noted; 100 = growth as untreated, 0 = no growth, -100 = all killed.
U251 = U251 CNS tumor cells. actives 5.4% (n = 80,000). AID 1794753
OVCAR-3 = OVCAR-3 ovarian cancer. actives 7% (n = 79,000). AID 1794787
SK-OV-3 = SK-OV-3 ovarian cancer cells; AID 1794785; actives 3.2% (n = 80,000)
OVCAR-8 = OVCAR-8 ovarian cancer; actives 4.4% (n = 81,000); AID 1794782
SF-268 = SF-268 CNS cancer cells; actives 3.1% (n = 82,000); AID 1794759
PC-3 = PC-3 prostate cancer cells; actives 3.9% (n = 80,000); AID 1794754
OVCAR-4 = OVCAR-4 ovarian cancer cells; actives 3.7% (n = 80,000); AID 1794784
OVCAR-5 = OVCAR-5 ovarian cancer. actives 2.9% (n = 82,000)
DU-145 = DU-145 prostate cancer; actives 4.2% (n = 81,000); AID 1794760
Active calls of the source: *; & = joins results of further samples. Rule for the calls: active = growth percent below 10; inactive = the rest. Rows are unselected; any-hit rate near 9.5%.

The first six records, ahead of the listing:
For COc1ccc(-c2c3c(nc4n[nH]c(-c5ccc(Cl)cc5)c24)-c2ccccc2C(=O)C3=O)cc1 the results were U251 -40*, OVCAR-3 -17*, SK-OV-3 42, OVCAR-8 3.9*, SF-268 -39*, PC-3 8.0*, OVCAR-4 23, OVCAR-5 51 and DU-145 22.
For COc1cc(OC)c(C(=O)CCN(C)C)cc1OC the results were U251 102, OVCAR-3 114, SK-OV-3 91, OVCAR-8 110, PC-3 95, OVCAR-4 101, OVCAR-5 99 and DU-145 106.
CCn1cc(C(=O)O)c(=O)c2cc(F)c(N3CCN(S(=O)(=O)c4ccc(Cl)cc4)CC3)cc21 was read as U251 12, OVCAR-3 28, SK-OV-3 41, OVCAR-8 13, SF-268 23, PC-3 25, OVCAR-4 38, OVCAR-5 52 and DU-145 32.
Cc1c(Cl)cccc1Nc1ccccc1C(=O)O was read as U251 93, OVCAR-3 112, SK-OV-3 101, OVCAR-8 97, SF-268 107, PC-3 107, OVCAR-4 108 and DU-145 108.
Screening CCOCCOCCOC(C)Oc1ccc(CCC(C)=O)cc1 (stereo not given) returned U251 106, OVCAR-3 101, SK-OV-3 110, OVCAR-8 104, SF-268 97, PC-3 100, OVCAR-4 104, OVCAR-5 110 and DU-145 102.
For CC(C)Sc1nc(NCCc2c[nH]c3ccccc23)c(C#N)c(-c2ccc(F)cc2)n1 the results were U251 21, OVCAR-3 58, SK-OV-3 77, OVCAR-8 57, SF-268 45, PC-3 15, OVCAR-4 59, OVCAR-5 82 and DU-145 41.

The listing, previewed entries included:
For COc1ccc(-c2c3c(nc4n[nH]c(-c5ccc(Cl)cc5)c24)-c2ccccc2C(=O)C3=O)cc1 the results were U251 -40*, OVCAR-3 -17*, SK-OV-3 42, OVCAR-8 3.9*, SF-268 -39*, PC-3 8.0*, OVCAR-4 23, OVCAR-5 51 and DU-145 22.
For COc1cc(OC)c(C(=O)CCN(C)C)cc1OC the results were U251 102, OVCAR-3 114, SK-OV-3 91, OVCAR-8 110, PC-3 95, OVCAR-4 101, OVCAR-5 99 and DU-145 106.
CCn1cc(C(=O)O)c(=O)c2cc(F)c(N3CCN(S(=O)(=O)c4ccc(Cl)cc4)CC3)cc21 was read as U251 12, OVCAR-3 28, SK-OV-3 41, OVCAR-8 13, SF-268 23, PC-3 25, OVCAR-4 38, OVCAR-5 52 and DU-145 32.
Cc1c(Cl)cccc1Nc1ccccc1C(=O)O was read as U251 93, OVCAR-3 112, SK-OV-3 101, OVCAR-8 97, SF-268 107, PC-3 107, OVCAR-4 108 and DU-145 108.
Screening CCOCCOCCOC(C)Oc1ccc(CCC(C)=O)cc1 (stereo not given) returned U251 106, OVCAR-3 101, SK-OV-3 110, OVCAR-8 104, SF-268 97, PC-3 100, OVCAR-4 104, OVCAR-5 110 and DU-145 102.
For CC(C)Sc1nc(NCCc2c[nH]c3ccccc23)c(C#N)c(-c2ccc(F)cc2)n1 the results were U251 21, OVCAR-3 58, SK-OV-3 77, OVCAR-8 57, SF-268 45, PC-3 15, OVCAR-4 59, OVCAR-5 82 and DU-145 41.
Screening Cc1ccc(NC(=O)Cn2c(Br)nc3c2c(=O)n(C)c(=O)n3C)cc1 returned U251 4.0*, OVCAR-3 -20*, SK-OV-3 5.9*, OVCAR-8 28, SF-268 56, PC-3 30, OVCAR-4 -45*, OVCAR-5 28 and DU-145 44.
Screening CC(=O)c1sc(Nc2ccccc2)c(C(C)=O)c1C returned U251 82, OVCAR-3 104, SK-OV-3 73, OVCAR-8 88, SF-268 95, PC-3 55, OVCAR-4 87, OVCAR-5 87 and DU-145 99.
`CCCCCCCC/C=C\CCCCCCCCCCCCOc1ccccc1CCOP(=O)(O)OCC[N+](C)(C)C` gave U251 93, OVCAR-3 100, OVCAR-8 100, SF-268 87, PC-3 75, OVCAR-4 100, OVCAR-5 101 and DU-145 101.
CC(O)(CO)c1ccccc1 (stereo not given) was read as U251 101, OVCAR-3 112, SK-OV-3 106, OVCAR-8 100, SF-268 101, PC-3 92, OVCAR-4 103, OVCAR-5 95 and DU-145 105.
Screening CCCCCCCCN(CCCCCCCC)CC(O)c1ccc(Cl)c(C)c1Cl (stereo not given) returned U251 91, OVCAR-3 89, SK-OV-3 78, OVCAR-8 94, SF-268 92, PC-3 73, OVCAR-4 93, OVCAR-5 84 and DU-145 105.
COc1ccc(N)cc1C(=O)Nc1cccc(-c2cc(=O)c3c(OC)c(OC)c(OC)cc3o2)c1 was read as U251 50, OVCAR-3 65, SK-OV-3 119, OVCAR-8 56, SF-268 68, PC-3 74, OVCAR-4 81, OVCAR-5 95 and DU-145 59.
CC(=O)Nc1ncc2c(n1)-c1ccc(C(=O)OC(C)C)n1CC2 was read as U251 102, OVCAR-3 116, SK-OV-3 113, OVCAR-8 105, SF-268 97, PC-3 101, OVCAR-4 102, OVCAR-5 100 and DU-145 110.
NCCNC(=O)c1cccc(COc2ccccc2NC(=O)c2cc(Br)c(Br)[nH]2)c1 was read as U251 77, OVCAR-3 103, SK-OV-3 136, OVCAR-8 65, SF-268 62, PC-3 82, OVCAR-4 103, OVCAR-5 101 and DU-145 96.
For CC(=O)N(Cc1ccccc1)c1sc2c(CN(C)C)c(O)ccc2c1C#N the results were U251 99, OVCAR-3 103, SK-OV-3 100, OVCAR-8 97, SF-268 95, PC-3 96, OVCAR-4 90, OVCAR-5 96 and DU-145 101.
Cc1ccc(CC2(c3ccccc3)NC(=O)NC2=O)cc1 (stereo not given) was read as U251 114, OVCAR-3 95, SK-OV-3 112, OVCAR-8 111, SF-268 95, OVCAR-4 106, OVCAR-5 96 and DU-145 107.
NC1(C(=O)O)CCCCC1c1ccccc1 (stereo not given) was read as U251 105, OVCAR-3 103, SK-OV-3 101, OVCAR-8 105, SF-268 107, PC-3 96, OVCAR-5 117 and DU-145 121.
`O=C(CSc1nc(NC(=O)CN2CCN(c3cc4c(cc3F)c(=O)c(C(=O)O)cn4C3CC3)CC2)cc(=O)[nH]1)Nc1ccc(Cl)cc1` gave U251 104, OVCAR-3 105, SK-OV-3 103, OVCAR-8 103, SF-268 92, PC-3 98, OVCAR-4 94, OVCAR-5 98 and DU-145 104.
`O=S(=O)(Nc1ccccn1)c1ccc(Nc2nc(O)c(/C=C3\C=Nc4ccccc43)s2)cc1` gave U251 86, OVCAR-3 94, SK-OV-3 111, OVCAR-8 87, SF-268 92, PC-3 106, OVCAR-4 105, OVCAR-5 107 and DU-145 103.
C#Cc1cccc(Nc2ncnc3ccc(-c4cncc(NS(C)(=O)=O)c4)cc23)c1 was read as U251 4.3*, OVCAR-3 7.3*, SK-OV-3 0.9*, OVCAR-8 37, SF-268 24, PC-3 27, OVCAR-4 52, OVCAR-5 22 and DU-145 28.
COc1ccc2oc(=O)cc(C3OC4=C(C(=O)CCC4)C3c3cc(=O)oc4ccc(C)cc34)c2c1 (stereo not given) was read as U251 100, OVCAR-3 101, SK-OV-3 90, OVCAR-8 97, SF-268 98, PC-3 92, OVCAR-4 95, OVCAR-5 99 and DU-145 107.
Screening COc1cc(-c2ccc[nH]2)[nH]c1/C=C1\N=C(C)C(C(=O)CCC(=O)Nc2ccc(-c3c4nc(c(-c5ccccc5)c5ccc([nH]5)c(-c5ccccc5)c5nc(c(-c6ccccc6)c6ccc3[nH]6)C=C5)C=C4)cc2)=C1C returned OVCAR-3 99, SK-OV-3 99, OVCAR-8 103, SF-268 95, PC-3 99, OVCAR-4 105, OVCAR-5 100 and DU-145 102.
N#Cc1c(-c2ccco2)nc(NCCO)[nH]c1=O was read as U251 90, OVCAR-3 113, SK-OV-3 88, OVCAR-8 95, SF-268 104, PC-3 95, OVCAR-4 98, OVCAR-5 108 and DU-145 113.
`CCCCCCCCCCCC(=O)N(CC)CC` gave U251 88, OVCAR-3 108, SK-OV-3 96, OVCAR-8 95, SF-268 100, PC-3 93, OVCAR-4 93, OVCAR-5 100 and DU-145 107.
For CN(N=O)c1ccc(/C=C/c2ccccc2)cc1 the results were OVCAR-3 103, SK-OV-3 105, OVCAR-8 100, SF-268 107, PC-3 94, OVCAR-4 117, OVCAR-5 89 and DU-145 106.
Screening c1ncn(C23CC4CC(CC(C4)C2)C3)n1 returned U251 103, OVCAR-3 110, SK-OV-3 92, OVCAR-8 106, SF-268 102, PC-3 92, OVCAR-4 105, OVCAR-5 106 and DU-145 115.
COC(=O)c1cc(N)cn1C was read as U251 94, OVCAR-3 107, SK-OV-3 105, OVCAR-8 96, SF-268 110, PC-3 101, OVCAR-4 101, OVCAR-5 95 and DU-145 116.
Screening COC(=O)c1ccc(COc2ccc([N+](=O)[O-])cc2Cl)cc1 returned U251 96, OVCAR-3 129, SK-OV-3 118, OVCAR-8 95, SF-268 110, PC-3 101, OVCAR-4 80, OVCAR-5 94 and DU-145 104.
Screening CCCC1(c2ccsc2)NC(=O)NC1=O (stereo not given) returned U251 98, SK-OV-3 108, OVCAR-8 100, PC-3 96, OVCAR-4 113 and OVCAR-5 98.
`O=S(=O)(c1ccc(OCCO)cc1)c1ccc(OCCO)cc1` gave U251 93, SK-OV-3 118, OVCAR-8 102, SF-268 122, PC-3 85, OVCAR-4 111 and OVCAR-5 101.
Screening NC1=NN(c2ccccc2)C2=NC(=O)NC(c3ccc(Cl)cc3Cl)C12 (stereo not given) returned U251 85, OVCAR-3 103, SK-OV-3 99, OVCAR-8 97, SF-268 97, PC-3 85, OVCAR-4 99, OVCAR-5 99 and DU-145 105.
For O=C(CSc1nnc(CN2CCN(c3cc4c(cc3F)c(=O)c(C(=O)O)cn4C3CC3)CC2)o1)c1ccccc1 the results were U251 93, OVCAR-3 105, SK-OV-3 84, SF-268 100, PC-3 76, OVCAR-4 87, OVCAR-5 107 and DU-145 110.
CCc1c(C)c2ccc3oc(=O)c(=O)[nH]c3c2oc1=O was read as U251 103, OVCAR-3 111, SK-OV-3 123, OVCAR-8 104, SF-268 103, PC-3 104, OVCAR-5 113 and DU-145 102.
`C#CCOc1ccc(/C=N/Nc2nc(-c3ccc(F)cc3)cs2)cc1OCC#C` gave U251 90, OVCAR-3 109, SK-OV-3 106, OVCAR-8 96, SF-268 107, PC-3 81, OVCAR-4 75, OVCAR-5 125 and DU-145 103.
Screening Nc1cccc2c1C(=O)c1cccc(NC(=O)c3ccccc3)c1C2=O returned U251 23, OVCAR-3 -41*, SK-OV-3 20, OVCAR-8 34, SF-268 52, PC-3 33, OVCAR-4 53, OVCAR-5 58 and DU-145 7.0*.
`O=C(NN1C(=O)/C(=C/C=C/c2ccco2)SC1=S)c1ccccc1` gave U251 100, SK-OV-3 107, OVCAR-8 99, SF-268 99, PC-3 95, OVCAR-4 94, OVCAR-5 102 and DU-145 101.
For CCCOc1ccc(/C=N/NC(=O)c2ccncc2)cc1 the results were U251 99, OVCAR-3 117, SK-OV-3 104, OVCAR-8 101, SF-268 112, PC-3 97, OVCAR-4 111, OVCAR-5 93 and DU-145 112.
C=C(C)[C@@H]1CC[C@]2(C(=O)O)CC[C@]3(C)[C@H](CC[C@@H]4[C@@]5(C)C[C@@H](CC#Cc6ccc(F)cc6)[C@H](O)C(C)(C)[C@@H]5CC[C@]43C)[C@@H]12 was read as U251 36, OVCAR-3 59, SK-OV-3 78, OVCAR-8 45, SF-268 64, PC-3 41, OVCAR-4 76, OVCAR-5 100 and DU-145 65.
`O=C1CC(=O)N2CCSC2=N1` gave U251 106&111, OVCAR-3 116&127, SK-OV-3 112, OVCAR-8 105&115, SF-268 119&120, PC-3 96&96, OVCAR-4 109, OVCAR-5 107&108 and DU-145 124&105.
For CN(C)CCCC1(c2ccc(F)cc2)OCc2cc(-c3ccc(C(F)(F)F)nc3)ccc21 (stereo not given) the results were U251 57, OVCAR-3 85, SK-OV-3 80, OVCAR-8 84, SF-268 74, PC-3 69, OVCAR-4 66, OVCAR-5 85 and DU-145 84.
O=C(O)CCCC(=O)c1cccs1 was read as U251 97, OVCAR-3 112, SK-OV-3 105, OVCAR-8 102, SF-268 117, PC-3 88, OVCAR-4 96, OVCAR-5 100 and DU-145 108.
`CCOC(=O)C1(NC(=O)CN2C(=O)c3ccccc3C2=O)CCCC1` gave U251 100, OVCAR-3 144, SK-OV-3 112, OVCAR-8 105, SF-268 117, PC-3 103, OVCAR-4 102, OVCAR-5 106 and DU-145 117.
For CC1=C(C(=O)Nc2ccc(F)cc2)C(c2ccc(C)cc2)n2ncnc2N1 (stereo not given) the results were U251 98, OVCAR-3 114, SK-OV-3 100, OVCAR-8 103, SF-268 107, PC-3 82, OVCAR-5 109 and DU-145 126.
For COc1ccc(-c2nc3ccc(-c4nnc(SCC(=O)Nc5ccc(C(=O)/C=C/c6ccccc6)cc5)o4)cc3[nH]2)cc1OC the results were U251 93, OVCAR-3 114, SK-OV-3 117, OVCAR-8 104, SF-268 106, PC-3 101, OVCAR-4 109, OVCAR-5 99 and DU-145 107.
Screening CCCCC#Cc1c(I)n(C2OC(CO[Si](C)(C)C(C)(C)C)C3OC(C)(C)OC32)c(=O)n(C(=O)c2ccccc2)c1=O (stereo not given) returned U251 -33*, OVCAR-3 -60*, SK-OV-3 106, OVCAR-8 49, SF-268 37, PC-3 43, OVCAR-4 83, OVCAR-5 87 and DU-145 75.
`CCCCSc1nc(NC2CC2)c(C#N)c(-c2ccc(C(C)C)cc2)n1` gave U251 100, OVCAR-3 112, SK-OV-3 89, OVCAR-8 106, SF-268 110, PC-3 104, OVCAR-4 113, OVCAR-5 106 and DU-145 115.
For CCOC(=O)c1cc2c([nH]1)-c1oncc1CC2 the results were U251 99, OVCAR-3 107, SK-OV-3 109, OVCAR-8 102, SF-268 104, PC-3 101, OVCAR-4 90, OVCAR-5 101 and DU-145 109.
